# KB-V1 cytotox = kills drug-selected multidrug resistant KB-V1 cells | 400,000 tested, 3.4% active | Potency, µM (top dose mostly 46.1 µM), for inactives: top-dose activity change, negative = cytotoxicity, hits mostly cytotoxic | KB-V1 MDR cells viability, CellTiter-Glo, 72 h; note: potency is the fitted concentration of half-maximal effect; % is set by controls: 0 for no effect and ±100 for the full control effect; nearly all actives have a fitted effect of over 60% in size
#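 Compound-treated KB-V1 multidrug-resistant cells, 72 h, 37 degrees C; viability by CellTiter-Glo. Fitted qHTS curves give the values.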
# HT1080NT lethal = kills 2HG-producing HT-1080-NT fibrosarcoma cells | HT-1080-NT fibrosarcoma viability, CellTiter-Glo ATP luminescence, 48 h | Potency, µM (titrated, usually from 46.1 µM), for inactives: at the highest dose activity, negative = less viability, actives largely listed as cytotoxic | 360,000 tested, 1.6% active | AID 686970;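 note: NT is the 2HG producing partner of a matched IDH1 knockdown line; potency is the fitted concentration of half-maximal effect; 0% = DMSO-treated cells and -100% = media-only wells without cells; nearly all actives have a fitted effect of over 55% in size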
#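 HT-1080-NT fibrosarcoma cells (2HG-overproducing), 750 cells/well in RPMI with 5% FBS, dosed after 2 h and incubated 48 h at 37C. CellTiter-Glo luminescence normalized to DMSO and no-cell wells; concentration-response curves fitted and classed.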
# IL-1B inflam inh = inflammasome signaling inhibition, IL-1 beta readout. THP-1 LPS/ATP IL-1B secretion, AlphaLISA, 16 h; active compounds read low. activity change, % at 57.5 µM. 360,000 tested, 4.7% active; in the data active = activity change below about -50%; inconclusive = mostly about -30% to -49%; note: % is set by controls: 0 for no effect and ±100 for the full control effect
#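 Secreted IL-1B measured by AlphaLISA bead assay after 16 h compound exposure of THP-1 cells; compounds (final up to 57.5 uM) added 1 h before LPS (250 ng/mL) and ATP (1.25 mM) stimulation; lower signal means less secretion.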
# SW480 rerep = DNA re-replication induction in SW480 cells; SW480 DNA re-replication, Hoechst DNA content imaging, 48 h; 340,000 tested, 1.8% active; AID 624297; Potency, µM (titrated, usually from 46.1 µM), inactives show top-dose re-replication activation, usual class: activators; note: potency is the fitted concentration of half-maximal effect; % of control where 0% means no effect; nearly all actives have a fitted effect of over 55% in size
#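 Hoechst fluorescence of nuclei (405 nm excitation, 500-530 nm emission) measured by plate-scanning imager after 48 hr compound exposure at 37 C; re-replication scored as increased number of nuclei with elevated intensity.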
# KB-3-1 cytotox = KB-3-1 parental cell cytotoxicity; KB-3-1 viability, CellTiter-Glo ATP luminescence, 72 h; Potency, µM (top dose mostly 46.1 µM), without a hit: top-dose activity change, negative = cytotoxic, hits mostly cytotoxic; 400,000 tested, 1.4% active; AID 1347075; note: potency is the fitted concentration of half-maximal effect; % is set by controls: 0 for no effect and ±100 for the full control effect; nearly all actives have a fitted effect of over 60% in size
#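 Here the drug-naive KB-3-1 line serves as comparator for MDR sub-line selectivity; cells received compound titrations, 72 h at 37 °C, then CellTiter-Glo readout.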
# MCF10A rereplic = induces DNA re-replication in MCF 10a normal breast cells. MCF 10A DNA re-replication, Hoechst nuclear intensity, 48 h. Potency, µM (top dose mostly 46.1 µM), without a hit: at the highest dose activity, positive = re-replication, actives largely listed as activators. 350,000 tested, 2.9% active; note: potency is the fitted concentration of half-maximal effect; % of control where 0% means no effect; nearly all actives have a fitted effect of over 50% in size
# HEK293 tox = cytotoxic in the GLP-1 receptor inverse agonist counter-screen. HEK293 cAMP-luciferase reporter cells, luminescence, 24 h. Potency, µM (top dose mostly 38.3 µM), for the others: top-dose activity change, negative = inhibition, most hits filed as inhibitors. 410,000 tested, 0.13% active. AID 624418;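 note: loss of luciferase light is scored as toxicity; potency is the fitted concentration of half-maximal effect; % is set by controls: 0 for no effect and ±100 for the full control effect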
#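 Seeding density was 200 cells/uL; after overnight-length (12 h) culture, 23 nL compounds went on for 24 h at 37 °C. Readout used a luciferase detection reagent, luminescence taken after 12 min at room temperature.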
# HT1080 IDH1KD tx = HT-1080 IDH1 knockdown cell toxicity (counter line). AID 686971. 360,000 tested, 2% active. Potency, µM (doses to about 46.1 µM), for inactives: at the top dose activity, negative = toxicity, most hits filed as cytotoxic. HT-1080 IDH1 knockdown viability, ATP luminescence, 48 h;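 note: potency is the fitted concentration of half-maximal effect; 0% = DMSO wells and -100% = cell-free medium wells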
#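 Using the IDH1-knockdown HT-1080 line run in the same batch and compound series as the NT line, viability after 48 h at 37 °C was determined by CellTiter-Glo luminescence and expressed as % activity.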
# DRD3 agonist = D3 dopamine receptor (human) agonism; AID 652048; max activation, %; 410,000 tested, 0.58% active; P35462; D3R DiscoveRx beta-arrestin cells, luminescence, 90 min; in the data active = max activation above about 30%; note: 0% is about no effect; mostly tested at two doses, the higher about 12 µM
# Target sequence (P35462 whole entry, looked up): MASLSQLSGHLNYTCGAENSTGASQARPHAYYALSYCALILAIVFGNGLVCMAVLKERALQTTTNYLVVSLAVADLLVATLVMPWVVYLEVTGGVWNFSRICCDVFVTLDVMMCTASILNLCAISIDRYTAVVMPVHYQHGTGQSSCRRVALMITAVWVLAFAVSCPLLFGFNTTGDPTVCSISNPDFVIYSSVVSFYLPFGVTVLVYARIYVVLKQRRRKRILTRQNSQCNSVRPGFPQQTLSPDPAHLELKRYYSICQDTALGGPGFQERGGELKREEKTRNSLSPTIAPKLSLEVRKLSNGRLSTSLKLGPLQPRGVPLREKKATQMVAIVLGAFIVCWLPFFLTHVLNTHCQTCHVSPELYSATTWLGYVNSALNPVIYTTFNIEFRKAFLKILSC
#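 Cells at 1500/well, incubated overnight, then treated with pinned compounds (dopamine as control) for 90 min at 37 degrees C. DiscoveRx reagent added for 30 - 60 minutes at room temperature; luminescence read.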
# Active calls of the source: *; u = inconclusive; x = no result given; [ ] = remark or other dose. Unless noted, calls come from the whole dose curve; as a rule, active = well fitted curve in the direction sought with a large enough effect; inconclusive = small, poorly fitted or top-dose-only effect, or another doubt; inactive = no such curve, though single readings can be large; an effect the other way counts as inactive or inconclusive.
nr	SMILES	KB-V1 cytotox	HT1080NT lethal	HT1080 IDH1KD tx	SW480 rerep	IL-1B inflam inh	DRD3 agonist	HEK293 tox	KB-3-1 cytotox	MCF10A rereplic
1	Cc1ccc(N2C(=O)CCC2(C(N)=O)c2ccccc2)cc1 (configuration not stated)	8%	2%	-2%	1%	16	-6	4%	0%	12%
2	COc1ccccc1S(=O)(=O)N(C)C[C@H]1Oc2cc(Br)ccc2S(=O)(=O)N([C@@H](C)CO)C[C@H]1C	23%	-11%	-3%	x	-14	-6	1%	-6%	x
3	CCCn1nnc(NC(=O)c2ccccc2Br)n1	-8%	1%	4%	5.2µM*	10	0	-1%	-3%	18µM*
4	CCCC(NC(=O)CCc1c(C)c2cc3c4c(oc3c(C)c2oc1=O)CCCC4)C(=O)O (configuration not stated)	-5%	-28%	-13%	5%	21	3	0%	8%	u
5	Cn1cnnc1SCC(=O)NN1C(=O)NC(C)(c2ccccc2)C1=O (configuration not stated)	-2%	4%	8%	-5%	-7	3	1%	-15%	0%
6	c1ccc(Cn2nnnc2C(c2cccs2)N2CCc3ccccc3C2)cc1 (configuration not stated)	0%	u	u	u	-1	-11	-23%	-26%	u
7	C=C(C)Cn1c(SCC(=O)c2ccc(OC)cc2)nc2sc3c(c2c1=O)CCCC3	-5%	x	x	x	x	-6	2%	-7%	x
8	OC(COc1ccccc1)CN1CCN(Cc2ccc3c(c2)OCO3)CC1 (configuration not stated)	0%	4%	5%	-7%	30	2	-9%	0%	6%
9	COc1ccc(OC)c(CN2C(=O)CSCC2(C)C(=O)NC(C)C)c1 (configuration not stated)	0%	16%	20%	x	58	0	4%	1%	x
10	CCS(=O)(=O)N1Cc2ccccc2CC1C(=O)Nc1ccc(F)c(F)c1 (configuration not stated)	-17%	13%	5%	-14%	-15	-2	-2%	2%	1%
11	O=C(c1ccccc1)N1CCN(c2ncccn2)CC1	13%	4%	7%	-10%	10	3	-7%	0%	-5%
12	CN(CCCn1c(=S)[nH]c2ncccc2c1=O)Cc1ccccc1	-12%	5%	4%	-7%	18	2	-11%	-1%	3%
13	CCOc1ccc(S(=O)(=O)N(C)C)cc1-c1nc2c(C(C)(C)C)nn(C)c2c(=O)[nH]1	u	14%	u	5%	-5	11	5%	-6%	u
14	CCCn1c(N)c(N2CCCCC2)c(=O)n(CC(=O)Nc2ccccc2C(F)(F)F)c1=O	0%	-5%	-14%	-2%	16	-1	0%	0%	-1%
15	CCCn1nnnc1NCc1cccc(Cl)c1	0%	2%	7%	-7%	-9	-4	-4%	7%	-3%
16	CCCOCC(O)CC(CC)C(=O)NNC(=S)Nc1ccccc1 (configuration not stated)	1%	24%	28%	-1%	-19	-3	-6%	11%	1%
17	COc1cc(-c2ccc3oc(-c4cccc(C)c4)c(C#CC4(O)CCCCC4)c3c2)cc(OC)c1OC	25%	-10%	-22%	-1%	-63*	42*	2%	-17%	u
18	CN1CCN(C(=O)/C(=C\c2ccccc2)c2ccccc2)CC1	-23%	-3%	-10%	17%	-1	3	6%	8%	-8%
19	O=C(Nc1ccccc1-c1nnn(CC(=O)N2CCCc3ccccc32)n1)c1ccco1	u	u	u	12%	u	-1	-28%	-19%	27%
20	COCC(C)N1CCC(Oc2ccc(C(=O)N3CCCC3)cc2)CC1 (configuration not stated)	x	1%	-2%	-3%	14	4	-4%	x	4%
21	CC1(C)S/C(=N/N=C/c2ccco2)NC1=O	u	-3%	-1%	4%	4	6	-3%	9%	1%
22	COc1cc(-c2cc(C(=O)Nc3ccc(S(N)(=O)=O)cc3)c3ccccc3n2)cc(OC)c1OC	1%	-10%	-1%	9%	u	-2	-26%	-7%	u
23	CC(C(=O)NCc1ccccc1)n1ccc2cc(S(=O)(=O)N3CCCC3)ccc21 (configuration not stated)	-18%	x	x	x	x	8	2%	1%	x
24	COc1ccc2c(c1)c[n+](C)c1c3cc(OC)c(OC)cc3ccc21	-3%	9.2µM*	10µM*	x	u	4	4%	2.9µM*	x
25	COC(=O)[C@@]1(Cc2ccccc2)[C@H]2C(=O)N(Cc3ccccc3)C(=O)[C@H]2[C@H]2CN=C(SC)N21	0%	0%	0%	-2%	-11	-21	8%	0%	u
26	CSc1oc(-c2ccccc2)nc1S(=O)(=O)c1ccc(C)cc1	21µM*	6%	-18%	4%	0	13	1%	8%	0%
27	Cc1ccc(-n2nnnc2-c2ccccc2)cc1	u	-17%	-5%	13%	-12	-5	14%[0.307 µM]	u	-4%
28	C=CCn1c(SCC(=O)Nc2sccc2C(N)=O)nc2sc(C)c(C)c2c1=O	u	u	u	2%	-25	41*	u	-13%	9%
29	CN(C)c1ccc(N2CC(C)(C)C2=O)cc1	-3%	18%	18%	-1%	11	4	-13%	-1%	3%
30	O=C(O)c1cc(-c2ccccc2)c(N2CCOCC2)s1	-2%	1%	-2%	-5%	8	2	-13%	-3%	-4%

# Exported with values under each structure: part of the list above
# Each structure is followed by: KB-V1 cytotox	HT1080NT lethal	HT1080 IDH1KD tx	SW480 rerep	IL-1B inflam inh	DRD3 agonist	HEK293 tox	KB-3-1 cytotox	MCF10A rereplic
(23) CC(C(=O)NCc1ccccc1)n1ccc2cc(S(=O)(=O)N3CCCC3)ccc21 (configuration not stated)
→ -18%	x	x	x	x	8	2%	1%	x
(24) COc1ccc2c(c1)c[n+](C)c1c3cc(OC)c(OC)cc3ccc21
→ -3%	9.2µM*	10µM*	x	u	4	4%	2.9µM*	x

# (further entries)
nr	SMILES	KB-V1 cytotox	HT1080NT lethal	HT1080 IDH1KD tx	SW480 rerep	IL-1B inflam inh	DRD3 agonist	HEK293 tox	KB-3-1 cytotox	MCF10A rereplic
31	Cc1nn(CC(=O)NCCCN2C(C)CCCC2C)c(=O)c2cc3occc3n12 (configuration not stated)	9%	3%	11%	-3%	-24	0	-1%	0%	0%
32	Cc1ccc(NC(=S)N(CCN(C)C)C(C)c2ccco2)cc1Cl (configuration not stated)	-23%	20%	-5%	-4%	-9	-1	u	-7%	-2%
33	CCn1c(=O)n(CCOC)c(=O)c2c3c(sc21)CCCC3	u	10%	5%	2%	-21	6	3%	u	0%
34	CCCCc1ccc(NC(=O)C(=O)NCCN2CCN(Cc3ccc([N+](=O)[O-])cc3)CC2)cc1	u	0%	-1%	10%	1	-6	1%	-9%	3.3µM*
35	Cc1cc(C(=O)N2CCN(c3ncccc3C#N)CC2)no1	15%	26%	14%	-20%	-20	-4	-2%	-3%	1%
36	CC[C@]12c3[nH]c4cc(-c5ccco5)ccc4c3CCN1C(=O)[C@@H](CC(=O)NCCCOC)C[C@@H]2C(=O)N1CCN(C(=O)c2ccco2)CC1	9%	4%	3%	-2%	-4	43*	8%	-3%	u
37	Cc1ccc(-c2nn(CC(=O)Nc3ccc4c(c3)nc3n4CCOC3)c(=O)c3ccccc23)cc1	7%	0%	-3%	9%	21	1	-30%	-11%	u
38	O=C(NCc1ccc2c(c1)OCO2)C1CC(c2ccc(Cl)cc2)=NO1 (configuration not stated)	8%	-1%	-7%	-2%	30	-2	u	13%	u
39	O=C(CSc1n[nH]c(-c2ccc(S(=O)(=O)NC3CCCCC3)cc2)n1)N1CCCC1	-15%	-11%	-12%	-7%	38	0	6%	5%	-5%
40	COc1ccc(CNC(=O)CSc2ncnc3nc[nH]c23)cc1	7%	1%	18%	-12%	20	1	-19%	14%	u
41	O=C(Nc1ncccn1)c1cccc(Cl)c1	3%	6%	7%	17%	13	4	-6%	3%	0%
42	CCOc1ccc2c(c1)nc(SCC(=O)c1ccc(Br)s1)n2C	18µM*	u	u	u	-1	-2	-35%	u	76%
43	CCC(=O)N1CCc2cc(S(=O)(=O)N3CCN(c4ccccc4)CC3)ccc21	11%	5%	-1%	-2%	2	0	7%	2%	15%
44	O=C(NC(=S)N1CCN(c2ccc(C(F)(F)F)cc2[N+](=O)[O-])CC1)c1cccs1	15µM*	-5%	-20%	12%	-1	-6	10µM*	-14%	u
45	Brc1ccccc1C1Nc2cccc3cccc(c23)N1	-1%	-24%	-23%	-2%	-24	-1	-23%	-24%	-9%
46	CCS(=O)(=O)c1ccc(O)c(NC(=O)NC2CCCCC2)c1	3%	6%	7%	10%	5	5	-1%	-2%	-2%
47	Cn1cnnc1Sc1ccc(C(=O)NCCC(c2ccccc2)c2ccccc2)cc1[N+](=O)[O-]	u	-16%	1%	-1%	-22	-1	0%	0%	-1%
48	CCN(CC)P(=O)(Nc1ccccc1Br)c1ccc(N(C)C)cc1NC(=O)c1ccco1 (configuration not stated)	-27%	18%	-4%	22%	-7	-18	0%	-17%	10%
49	Cc1cccc(-c2ccc3c(c2)C2CC3CCN2C)c1 (configuration not stated)	4%	-15%	-4%	7%[9.22 µM]	-2	15	2%	-9%	0%
50	CCC(C)NS(=O)(=O)c1ccc(NC(=O)C(Sc2ccccc2)c2ccccc2)cc1 (configuration not stated)	16µM*	-28%	u	u	-54*	7	9%[1.53 µM]	u	u
51	CCCCCC(=O)N1C[C@H](O)[C@@H](n2cc(-c3ccc(F)cc3)nn2)C[C@@H]1c1ccc(OC)cc1	11%	-17%	-16%	x	u	9	-24%	u	x
52	Cc1ccc(-n2nc3ccc(NC(=O)c4ccco4)cc3n2)cc1	-3%	-20%	-23%	1%	1	3	-11%	-2%	11%
53	O=C(CSc1ccc2nnc(-c3ccccn3)n2n1)Nc1ccc2c(c1)OCO2	2%	-2%	10%	-3%	-25	1	-15%	7%	-3%
54	Cc1ccc(SCCOCCN2CCOCC2)cc1	-12%	-1%	8%	0%	1	-10	10%	0%	u
55	O=C(Nc1ccc2c(c1)OCCO2)C1c2ccccc2OCC(=O)N1C1CC1 (configuration not stated)	-6%	24%	12%	x	33	4	3%	8%	x
56	O=C(O)CSc1nc2ccc(Cl)cc2[nH]1	-20%	-6%	-7%	u	-20	-7	13%	-4%	9%
57	N#CCCN(C(=O)COC(=O)CCNS(=O)(=O)c1ccccc1)c1ccccc1	0%	-4%	-2%	-3%	-6	2	0%	0%	1%

# Screening data deposited in PubChem BioAssay by National Center for Advancing Translational Sciences (NCATS).

# This is a random part of the collection; 11% or so of the library scored in one or more.
